# From PubChem
# KCNH2 WT inh – qHTS for Inhibitors of KCHN2 3.1: Wildtype qHTS; activity change, % at 1.84 µM; U2OS, BacMam KCNH2, thallium flux FluxOr; hits give low values; actives 0.37% (n = 340,000); Voltage-gated inwardly rectifying potassium channel KCNH2 (Homo sapiens), Q12809;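 active means maximum activity change below -70%; inconclusive means maximum activity change between -70% and -50%; inactive means maximum activity change above -50%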; further: on the % scale 0 is the no-effect control and ±100 the full control effect
#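 U2OS cells transduced with wild-type KCNH2 virus are loaded with FluxOr dye for 45 min, and thallium flux is measured in kinetic reads before and after stimulation buffer. Rate constants are normalized to DMSO controls.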
# TRPV1 agonist – HTS Assay for Compounds that Act as Agonists of the Vanilloid Receptor 1; activation, % at 8.33 µM; Transient receptor potential cation channel subfamily V member 1 (Homo sapiens), Q8NER1; actives 0.19% (n = 320,000); TRPV1-expressing cells, Fluo-8 calcium influx, agonist mode; in the data active means activation above about 80%; inconclusive means between about 30% and that limit; further: 0% is about no effect
#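 Cells expressing TRPV1 were dye-loaded with Fluo-8 and read kinetically: 10 s baseline, 3 min after compound (agonist portion), then 2 min after EC20 capsaicin (allosteric enhancer portion). Calcium-bound dye fluorescence at 480/520 nm.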
# Eya2 inh – qHTS Assay for Inhibitors of the Phosphatase Activity of Eya2. Potency, µM (series often up to 76.9 µM), inactives show top-dose activity, negative = inhibition, most hits filed as inhibitors. AID 488837, 2010. Protein phosphatase EYA2 (Homo sapiens), O00167. actives 0.006% (n = 330,000). recombinant Eya2, OMFP fluorescence dephosphorylation (OMFP is methylfluorescein phosphate); further: potency means the concentration at half of the fitted maximal effect; on the % scale 0 is the no-effect control and ±100 the full control effect
#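 Eya2 protein (added as 0.2 uM solution) was preincubated with compound for 10 min at ambient temperature in 50 mM HEPES pH 7.5, 50 mM NaCl, 5 uM MgCl2, 0.05% BSA, 1 mM DTT. OMFP (added at 50 uM) then reacted 10 min; fluorescence read at 485/525 nm.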
# TCR activator – Activators of T cell receptors: qHTS campaign | Potency, µM (highest dose often 9.22 µM), without a hit: top-dose activation of IL-2 secretion, usual class: activators | primary human leukocytes, anti-CD3, IL-2 HTRF, 48 h | 330,000 tested, under 10 active; further: % of control where 0% means no effect
#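 1) Mix primary human leukocytes, a-CD3 beads and compound. 2) Incubate 48 hr. 3) Add HTRF IL-2 reagents (a-IL-2-K, a-IL-2-d2).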
# USP2a inh – qHTS Assay for Inhibitors of Ubiquitin-specific Protease USP2a Using CHOP2 as the Reporter. USP2 core, Ub-CHOP2 coupled fluorogenic reporter, 485/531. Potency, µM (series often up to 38.3 µM), inactives show at the highest dose activity change, negative = inhibition, most hits filed as inhibitors. Ubiquitin carboxyl-terminal hydrolase 2 (Homo sapiens), O75604. AID 463254, 2010. actives 0.01% (n = 330,000);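 further: potency means the concentration at half of the fitted maximal effect; plate controls were DMSO wells for no effect and full inhibition by NEM control for full effect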
# Target sequence (O75604 whole entry, looked up): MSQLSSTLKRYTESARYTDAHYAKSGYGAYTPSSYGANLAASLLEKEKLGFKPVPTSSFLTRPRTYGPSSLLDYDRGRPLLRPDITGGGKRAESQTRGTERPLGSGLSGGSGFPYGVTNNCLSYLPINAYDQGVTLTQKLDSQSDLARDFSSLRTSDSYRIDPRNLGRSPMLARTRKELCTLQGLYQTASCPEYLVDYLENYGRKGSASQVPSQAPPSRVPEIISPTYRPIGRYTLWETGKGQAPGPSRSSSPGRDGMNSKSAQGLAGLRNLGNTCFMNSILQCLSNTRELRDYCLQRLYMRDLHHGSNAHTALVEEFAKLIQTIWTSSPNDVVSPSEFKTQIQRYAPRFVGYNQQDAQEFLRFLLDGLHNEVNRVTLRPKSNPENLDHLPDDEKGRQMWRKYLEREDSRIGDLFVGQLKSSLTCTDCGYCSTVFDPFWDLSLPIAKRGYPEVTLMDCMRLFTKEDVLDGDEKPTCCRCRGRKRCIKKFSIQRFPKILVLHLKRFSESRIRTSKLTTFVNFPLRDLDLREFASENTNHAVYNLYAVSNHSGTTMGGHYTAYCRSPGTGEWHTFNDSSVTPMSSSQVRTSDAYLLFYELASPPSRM
#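 Cell-free coupled assay: 10nM USP2 core preincubated 30min RT with compound in Tris-HCl pH 8.0/CaCl2/CHAPS buffer, then 25nM Ub-CHOP2 and 25nM reporter substrate; fluorescence (Ex 485/Em 531) read after 60min RT, normalized to NEM inhibition, concentration-response curves fitted.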
# TSHR antagonist – Antagonists of the Thyroid Stimulating Hormone Receptor: HTS campaign | AID 504810, 2011 | Thyrotropin receptor (Homo sapiens), P16473 | activity change, negative = inhibition, % at 11.5 µM | TSHR-expressing cells, TSH-stimulated cAMP HTRF, 2 h; hits give low values | actives 0.2% (n = 330,000);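 active means activity change below a set negative limit, meaning inhibition stronger than a set level, cut at about -70% in these data; inconclusive means activity change between two set negative limits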; further: on the % scale 0 is the no-effect control and ±100 the full control effect
#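 Antagonism was scored as loss of TSH-driven cAMP in TSHR cells, stimulated with 4nM TSH (EC80) for 2 hours at 37 deg C and detected by homogeneous HTRF competition immunoassay.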
# KCNH2 3.1 inh – qHTS for Inhibitors of KCHN2 3.1: Mutant qHTS; Potassium voltage-gated channel subfamily H member 2, brain isoform KCNH2 3.1 (human); U2OS KCNH2 3.1, thallium flux FluxOr; hits give low values; activity change, % (tested at about 1.8 µM); actives 0.95% (n = 340,000);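 active means maximum activity change below -70%; inconclusive means maximum activity change from -70% to -50%; inactive means maximum activity change above -50%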;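 further: thallium influx rate constant from kinetic fluorescence after stimulation buffer; on the % scale 0 is the no-effect control and ±100 the full control effect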
#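 We transduce U2OS cells with the mutant 3.1 virus, culture them overnight, load FluxOr with Red40 quencher for 45 min, then add stimulation buffer and read kinetically for 2 min to derive a normalized rate constant.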
# AT treatment – qHTS Assay for Identifying a Potential Treatment of Ataxia-Telangiectasia. AID 485349, 2010. Potency, µM (highest dose often 57.5 µM), for inactives: top-dose activation, usual class: activators. […] A-T fibroblasts, KAP-1 phosphorylation AlphaLISA; neocarzinostatin DNA damage 30 min before lysis. actives 0.19% (n = 320,000); further: potency means the concentration at half of the fitted maximal effect; % of control where 0% means no effect; nearly all actives have a fitted effect of over 45% in size
#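 ATM-like activity read as KAP-1 phosphorylation via AlphaLISA donor/acceptor antibody pairs after lysis and 6 hr at 25C. Cells were ATM-null patient fibroblasts ([…], hTERT), dosed 60 min, then exposed to the DSB inducer NCS for 30 min.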
# Mito fusion act – qHTS Assay for Small Molecule Inhibitors of Mitochondrial Division or Activators of Mitochondrial Fusion. S. cerevisiae fusion-defective mutant growth rescue, CellTiterGlo 48 h. Potency, µM (highest dose often 46.1 µM), without a hit: at the highest dose growth rescue (activation), usual class: activators. actives 0.23% (n = 320,000). AID 485298, 2010;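 further: potency means the concentration at half of the fitted maximal effect; % of control where 0% means no effect; nearly all actives have a fitted effect of over 45% in size; temperature-sensitive fusion mutants such as fzo1-1 at 37 °C on non-fermentable ethanol glycerol medium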
#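 Growth-rescue viability read-out: after 48 h at the non-permissive 37C in glycerol/ethanol YPEG, yeast mitochondrial fusion mutants are measured by CellTiterGlo luminescence; compounds (23 nl pinned per well) restoring growth score as division inhibitors or fusion activators.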
# ELG1 DNA repair – qHTS screen for small molecules that inhibit ELG1-dependent DNA repair in human embryonic kidney (HEK293T) cells expressing luciferase-tagged ELG1; HEK293T ELG1-luciferase reporter, luminescence, 16 h; DNA damage induced by 5-fluorouridine; Potency, µM (doses to about 46.1 µM), for the others: top-dose activity change, negative = inhibition, hits mostly inhibitors; actives 2.3% (n = 330,000); further: potency means the concentration at half of the fitted maximal effect; on the % scale 0 is the no-effect control and ±100 the full control effect; nearly all actives have a fitted effect of over 55% in size
#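 Overnight (16 hr) co-exposure of 2,000 cells/well to 5-fluorouridine and compound at 37 °C preceded detection. Luciferase was quantified via ONE-Glo luminescence; loss of signal denotes inhibition.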
# * = called active by the depositor; i = inactive; ? = inconclusive; . = not tested or not shown; [ ] = another dose, or the depositor's remark. Unless noted, the call rests on the fitted dose curve; in most records, active means well fitted curve in the direction sought with a large enough effect; inconclusive means small, poorly fitted or top-dose-only effect, or another doubt; inactive means no such curve, though single readings can be large; an effect the other way counts as inactive or inconclusive. The list is partial; the hit share may differ from the screen's.
SMILES,KCNH2 WT inh,TRPV1 agonist,Eya2 inh,TCR activator,USP2a inh,TSHR antagonist,KCNH2 3.1 inh,AT treatment,Mito fusion act,ELG1 DNA repair
Cc1ccc(C(C(=O)NCc2ccccc2)N(C(=O)c2csnn2)C2CC2)cc1 (stereo not drawn),-4,-3,1%,-5%,1%,23,2,6%,5%,-2%
Cc1c(OC(C)C(=O)NCc2ccccn2)ccc2c3c(c(=O)oc12)CCC3 (stereo not drawn),-10,-2,7%,-2%,4%,-8,7,.,3%,-26%
CN(CCc1ccccn1)C(=O)c1ccc(OC(F)(F)F)cc1,-5,-1,9%,-3%,-1%,31,2,3%,-4%,23%
CCOc1ccc(S(=O)(=O)N2CCCC2)cc1,-7,1,12%,6%,3%,0,3,1%,-2%,12%
Oc1ccc(N2CCN(c3nnnn3-c3ccccc3)CC2)cc1,3,1,4%,6%,3%,12,4,0%,-3%,?
O=C(/C=C/c1cccc([N+](=O)[O-])c1)NCc1cccnc1,-7,1,-3%,-2%,1%,11,-16,13%,-2%,9%
COC(C)(C)[C@H](O)COc1c2ccoc2cc2oc(=O)ccc12,7,-2,4%,0%,3%,7,24,-10%,-8%,12%
CCCCCSc1nnc(C)c(=O)[nH]1,-2,4,6%,0%,2%,-4,-6,5%,10%,-7%
CC1Sc2ccc(S(=O)(=O)NCCc3ccccc3)cc2NC1=O (stereo not drawn),1,?,-1%,-1%,2%,-4,8,11%,9%,16%
Cc1ccc(S(=O)(=O)NCCSc2nncn2C)cc1,-12,1,-4%,0%,1%,-4,12,-3%,-1%,-3%
COC(=O)c1ccc(-c2noc(CN(C)Cc3ccncc3C)n2)cc1,6,1,-1%,-2%,-7%,-17,7,11%[11.5 µM],-9%,?
CCCN1CCc2c(sc(NC(=O)c3ccc(S(=O)(=O)N4CCN(C(=O)OCC)CC4)cc3)c2C(N)=O)C1,-12,-3,1%,3%,4%,3,2,0%,0%,?
CN(Cc1cccc(Cl)c1Cl)C(=O)c1cccc(S(=O)(=O)N2CCN(Cc3ccccc3)CC2)c1,4,5,-1%,-2%,4%,-23,13,9%,-13%,?
O=C1CC(NCc2ccccc2)C(=O)N1c1ccc(F)cc1 (stereo not drawn),-5,-1,-8%,-7%,1%,-4,-5,-1%,4%,15%
Cc1ccsc1C(=O)OCC(=O)NCc1ccccc1,-5,.,-34%,4%,-1%,25,0,4%,.,?
CCCNC(=O)c1cc(S(=O)(=O)N2CCc3ccccc32)ccc1F,-11,3,1%,4%[46.1 µM],0%,14,-4,11%,1%,?
COC(=O)/C(=C/c1ccc(F)cc1)NC(C)=O,13,-2,-24%,-3%[46.1 µM],3%,8,11,2%,-2%,28%
CCCOc1ccc(S(=O)(=O)NCCN2CCOCC2)c2ccccc12,0,3,-1%,-1%,5%,-1,-32,16%,-1%,-13%
O=C(CCNS(=O)(=O)c1cccc(C(F)(F)F)c1)NC1CC1,-1,3,2%,-4%,4%,11,-7,5%,-3%,5%
CCN1C(=O)CC(C(=O)OC)=C1C,1,1,-2%,-9%,3%,-9,-6,-2%,1%,14%
O=C(Nc1ccccc1)N1CCC(O)(c2cccc(C(F)(F)F)c2)CC1,?,?,0%,-5%,1%,-8,9,12%,-4%,-1%
Cc1ccc(OCC(=O)Nc2cccc(S(=O)(=O)N3CCCCC3)c2)c([N+](=O)[O-])n1,-3,7,-2%,2%[46.1 µM],5%,-6,-1,-4%,3%,-17%
Cc1cc(C)nc(N/N=C/c2ccncc2)n1,-9,0,20%,-1%,-1%,0,2,0%,3%,-10%
Clc1cccc(OCCN2CCOCC2)c1,3,-5,-18%,1%,4%,9,2,-1%,2%,18%
O=C(CCS(=O)(=O)c1ccc2c(c1)NC(=O)CO2)NCc1ccccc1,-12,2,4%,-5%,1%,4,-38,-6%,1%,3%
C=CCNC(=O)COC(=O)c1cc(S(=O)(=O)N2CCCCC2)ccc1Cl,-1,-1,5%,2%,-3%,-8,-3,2%,2%,8%
Cc1nc(-c2cccc(NC(=O)c3ccc(Br)o3)c2)cs1,-9,?,-3%,-10%,-1%,0,-16,5%,5%,11%
CCOC(=O)c1sc2nc(C)cc(C)c2c1N,1,3,11%,-10%,-2%,4,15,?,-21%,?
O=[N+]([O-])c1cc(/C=N/O)ccc1SCc1ccccc1,-7,3,4%,4%,1%,6,-26,-1%,2%,15%
CSc1cc(C)n(-c2ccccc2C)c(=S)c1C(C)=O,9,-1,3%,6%,3%,6,-8,3%,6%,0%
CN1c2ccccc2C(=O)NC1c1ccc([N+](=O)[O-])s1 (stereo not drawn),12,1,-8%,-5%,-2%,5,8,2%,1%,?
CCc1c(C)c2ccc(OCC(=O)N(C)C)c(C)c2oc1=O,-2,15,-11%,-18%,0%,27,-1,7%,4%,?
O=C(Nc1nccs1)C1(c2ccc(Cl)cc2)CC1,-2,-2,-4%,1%,5%,6,3,-2%,2%,12%
O=C(NC(C(=O)c1ccccc1)n1ccc(=O)[nH]c1=O)c1ccccc1 (stereo not drawn),-2,2,8%,-3%,2%,12,1,-1%,-7%,13%
Cc1ccc(/C=N/NC(=O)CSCc2ccc(Cl)cc2)cc1,-3,?,6%,0%,-7%,4,30,0%,5%,2%
CC1CC1C(=O)OCc1cc(=O)n2cc(Br)ccc2n1 (stereo not drawn),-1,5,-11%,3%,1%,1,5,-6%,-1%,?
CCC1=NN(C(=O)COc2ccccc2)C(O)(c2ccc(Br)cc2)C1 (stereo not drawn),i,2,-3%,1%,-9%,42,-7,2%,-1%,?
Cc1ccc(S(=O)(=O)N2CCOCC2)cc1C(=O)Nc1nc2ccccc2[nH]1,10,?,4%,16%[46.1 µM],3%,0,9,-3%,0%,8%
CCOc1ccccc1C1C(C(=O)Nc2ccccc2OC)=C(C)Nc2nc(CCCO)nn21 (stereo not drawn),4,-2,9%,-1%,-1%,-8,5,16%,-2%,9%
CCOP(=O)(c1c(F)c(F)c(F)c(F)c1F)C(O)c1ccccc1 (stereo not drawn),3,-1,6%,-3%,0%,-2,.,8%,-3%,-2%
COc1cc(OC)c(NC(=O)Cc2cccs2)cc1Cl,-5,-3,13%,.,1%,-7,2,3%,-4%,3%
COc1ccc(N/C(N)=N/c2nc(CSc3ccc(Cl)cc3)cc(=O)[nH]2)cc1,-14,1,-9%,-6%,0%,6,-17,2%,5%,-5%
O=C(CN1CCCCCCC1)Nc1cccc(Cl)c1Cl,7,14,-9%,8%,1%,-1,-2,8%,2%,-1%
Cc1cccc(OCCNC(=O)c2cc(-n3cnnc3)ccc2Cl)c1,23,-4,-1%,1%,2%,22,4,-2%,-1%,16%
COc1ccccc1C(=O)Nc1ccnn1C1CCN(CCC(C)c2ccc(C)o2)CC1 (stereo not drawn),-104*,5,1%,8%,1%,1,-98*,0%,1%,11%
CC1CC(C)CN(C(=O)C2CCN(C(=O)Nc3ccccc3)CC2)C1 (stereo not drawn),-4,9,-24%,2%,2%,5,3,1%,-4%,-7%
O=C(N/N=C/c1ccc(Br)s1)c1ccc([N+](=O)[O-])cc1,-3,?,3%,4%,-6%,2,-14,0%,22%,5.8µM*
S=C(Nc1nc2c(s1)CCCC2)NC1CC1,-10,?,-1%,0%,0%,14,-5,0%,-17%,?
Cn1ncc2c(Sc3ccc(Cl)cc3)ncnc21,0,9,-14%,12%,-1%,20,-4,-6%,4%,-4%
CCc1ccc2[nH]c(=O)c(C(c3nnnn3CCOC)N3CCN(c4ccccc4)CC3)cc2c1 (stereo not drawn),-10,-1,0%,-27%,3%,-4,-1,1%,2%,-29%
